Compound activity: PubChem BioAssay, National Center for Advancing Translational Sciences (NCATS)
HT1080 IDH1KD tx – toxicity to HT-1080 IDH1 knockdown cells (counter line). HT-1080 IDH1 knockdown viability, ATP luminescence, 48 h. Potency, µM (top dose mostly 46.1 µM), for inactives: at the highest dose activity, negative = toxicity, hits mostly cytotoxic. actives 2% (n = 360,000). AID 686971;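 further: potency means the concentration at half of the fitted maximal effect; 0% = DMSO wells and -100% = cell-free medium wells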
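HT-1080-IDH1KD cells (IDH1 knocked down), 750/well in RPMI with 5% FBS, treated with compound 48 h at 37 degrees C. Viability by CellTiter-Glo luminescence, normalised to DMSO and no-cell wells; concentration-response curves classed.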
ATXN2 expr inh – reduces ATXN2 reporter expression in HEK-293 cells; AID 1745845; actives 0.72% (n = 360,000); Potency, µM (top dose mostly 57 µM), without a hit: top-dose activity change, negative = inhibition, most hits filed as inhibitors; HEK-293 ATXN2-luciferase reporter, luminescence, 24 h; further: potency means the concentration at half of the fitted maximal effect; on the % scale 0 is the no-effect control and ±100 the full control effect; nearly all actives have a fitted effect of over 55% in size
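qHTS (up to 57 uM final) was run with 24 h compound exposure of reporter cells at 37 °C. Each well was multiplexed: SteadyGlo luminescence measured ATXN2-luciferase expression after a fluorogenic Gly-Phe-AFC viability readout (25 uM final).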
IL1B secr inh – inhibitors of inflammasome signaling (IL-1 beta secretion) | activity change, % at 57.5 µM | actives 4.7% (n = 360,000) | THP-1 LPS/ATP IL-1B secretion, AlphaLISA, 16 h; hits give low values; in the data active means activity change below about -50%; inconclusive means mostly about -30% to -49%; further: on the % scale 0 is the no-effect control and ±100 the full control effect
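Secreted IL-1B measured by AlphaLISA bead assay after 16 h compound exposure of THP-1 cells; compounds (final up to 57.5 uM) added 1 h before LPS (250 ng/mL) and ATP (1.25 mM) stimulation; lower signal means less secretion.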
SW480 rereplic – induces DNA re-replication in SW480 colon adenocarcinoma cells; AID 624297; SW480 DNA re-replication, Hoechst DNA content imaging, 48 h; actives 1.8% (n = 340,000); Potency, µM (series often up to 46.1 µM), inactives show top-dose re-replication activation, actives largely listed as activators; further: potency means the concentration at half of the fitted maximal effect; % of control where 0% means no effect; nearly all actives have a fitted effect of over 55% in size
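Compounds, transferred as 23 nL by pin tool, were incubated with cells for 48 hr; DNA content per nucleus was then quantified by Hoechst staining and fluorescence plate imaging.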
HepG2 viability – kills HepG2 cells in TGF-b inhibitor counter-screen | AID 588856 | Potency, µM (titrated, usually from 46.1 µM), for the others: at the highest dose activity change, negative = cytotoxicity, actives largely listed as cytotoxic | actives 0.76% (n = 410,000) | HepG2 CAGA-GFP viability, ATP luminescence, 18 h; further: potency means the concentration at half of the fitted maximal effect; some results filed as inactive show a strong effect at the top dose
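HepG2 CAGA-GFP cells (1000/well, DMEM with 1% FBS) received compound, then TGF-beta at 500 pg/mL final, and were incubated 18 hours at 37 degrees C. Viability was read by CellTiter-Glo luminescence. Media-only wells were set as complete cell-killing and DMSO as no toxicity.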
KB-3-1 cytotox – kills parental KB-3-1 adenocarcinoma cells; actives 1.4% (n = 400,000); Potency, µM (series often up to 46.1 µM), for the others: top-dose activity change, negative = cytotoxic, hits mostly cytotoxic; KB-3-1 viability, CellTiter-Glo ATP luminescence, 72 h; further: potency means the concentration at half of the fitted maximal effect; on the % scale 0 is the no-effect control and ±100 the full control effect; nearly all actives have a fitted effect of over 60% in size
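Multi-concentration cytotoxicity screen in KB-3-1 cells grown in DMEM lacking phenol red with 10% FBS. After 72 h at 37 °C with compound, ATP-dependent luminescence was recorded.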
MCF10A rerep – induces DNA re-replication in MCF 10a normal breast cells | actives 2.9% (n = 350,000) | Potency, µM (highest dose often 46.1 µM), for the others: at the top dose activity, positive = re-replication, most hits filed as activators | AID 624296 | MCF 10A DNA re-replication, Hoechst nuclear intensity, 48 h; further: potency means the concentration at half of the fitted maximal effect; % of control where 0% means no effect; nearly all actives have a fitted effect of over 50% in size
HT1080NT lethal – kills 2HG-producing HT-1080-NT fibrosarcoma cells. HT-1080-NT fibrosarcoma viability, CellTiter-Glo ATP luminescence, 48 h. Potency, µM (doses to about 46.1 µM), for the others: at the highest dose activity, negative = less viability, usual class: cytotoxic. actives 1.6% (n = 360,000). AID 686970;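 further: NT is the 2HG producing partner of a matched IDH1 knockdown line; potency means the concentration at half of the fitted maximal effect; 0% = DMSO-treated cells and -100% = media-only wells without cells; nearly all actives have a fitted effect of over 55% in size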
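Toxicity toward the 2HG-producing NT line was scored as %Activity, normalised to DMSO and no-cell wells, from CellTiter-Glo luminescence after 48 hours' treatment.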
S2 tox – reduces viability in counter-screen for ATXN expression inhibitors | AID 651635 | Potency, µM (titrated, usually from 56.7 µM), actives largely listed as cytotoxic | S2 cells (HEK-293 line with an ATXN2-luciferase reporter) viability, CellTiter-Fluor protease fluorescence, 24 h | actives 0.49% (n = 400,000); further: potency means the concentration at half of the fitted maximal effect; nearly all actives have a fitted effect of over 40% in size
Active calls of the source: *; i = inactive; ? = inconclusive; / = no result given; & = joins results of further samples; [ ] = dose if it differs, or a comment. Unless noted, the call rests on the fitted dose curve; in most records, active means well fitted curve in the direction sought with a large enough effect; inconclusive means small, poorly fitted or top-dose-only effect, or another doubt; inactive means no such curve, though single readings can be large; an effect the other way counts as inactive or inconclusive.

The line under a structure holds: HT1080 IDH1KD tx	ATXN2 expr inh	IL1B secr inh	SW480 rereplic	HepG2 viability	KB-3-1 cytotox	MCF10A rerep	HT1080NT lethal	S2 tox
> COC(CNC(=O)CCc1c(C)nc2c(-c3ccccc3)c(C)nn2c1C)OC
 : 0%	2%	24	4%	10%	-3%	-2%	2%	i
> O=C(N/N=C/c1ccccc1)c1ccc2c(c1)OCO2
 : -1%	-20%	0	-9%	-41%	22%	-5%	-4%	i
> COc1ccccc1CN1C(=O)CCC1(C)C(=O)NC1CCCCCC1 (stereo not given)
 : 21%	-5%	2	4%	-7%	1%	1%	4%	i
> COc1ccc(OCCCCN2CCC(C)CC2)cc1
 : -13%	-2%	-29	-5%	-14%	-1%	5%	-5%	i
> O=C(Nc1cc(S(=O)(=O)N2CCCCCC2)ccc1OCC(F)(F)F)C1CCC1
 : -26%	-1%	0	-6%	-46%	2%	?	-23%	i
> O=C(CC(CC(=O)c1ccccc1)c1ccccc1)c1ccccc1
 : 19%	/	-9	7%	0%	-8%	13%	-2%	?
> CCc1nnc2c3ccccc3nc(N3CCN(c4cc(Cl)ccc4C)CC3)n12
 : /	2%	/	/	5%	24%	/	/	i
> Cc1cc(C(C)(C)C)cc(C)c1N
 : 14%	-8%	0	-2%	9%	4%	-1%	6%	i
> COC(=O)C1=C(N)OC2=C(C(=O)CC(C)(C)C2)C1c1cccnc1 (stereo not given)
 : 0%	-6%	-2	-1%	-41%	13%	-5%	-3%	i
> COC(=O)C1CN(C(=O)C(C)Oc2cccc(C)c2C)c2ccccc2O1 (stereo not given)
 : 12%	-6%	0	-34%[inhibitor]	-10%	21%	4%	0%	i
> CCOC(=O)c1noc2ncn(Cc3cccc(C#N)c3)c(=O)c12
 : /	-10%	/	/	-3%	-4%	/	/	i
> CCc1ccc(NC(=O)Cn2c(=O)n(Cc3ccc(C)cc3)c(=O)c3cccnc32)cc1
 : /	9%	/	/	-2%	1%	/	/	i
> COc1ccc(-n2c(SCC(=O)NC3CCCCC3)nc3ccsc3c2=O)cc1
 : 7%	4%	0	-8%	8%	18%	0%	-7%	i
> Cc1ccc(C(=O)C2=C(O)C(=O)N(Cc3cccnc3)C2c2cccc(Oc3ccccc3)c2)o1 (stereo not given)
 : -18%	-23%	22	1%	-10%	-3%	8%	-23%	i
> C[C@H](NC(=O)c1nc[nH]c1C(=O)N1CCN(c2ccccc2)CC1)c1ccccc1
 : 19%	-3%	11	18%	-4%	1%	0%	14%	i
> O=C(COC(=O)CSc1ccc2ccccc2c1)NC1CCCC1
 : 0%	?	-7	-11%	3%	0%	-8%	-4%	i
> COCCNC(=O)C1CCCN(C(=O)c2oc3ccccc3c2C)CC1 (stereo not given)
 : 18%	1%	12	/	-7%	0%	/	21%	i
> CC1(C)Cc2c(sc3ncn4nc(CCC(=O)O)c(=O)nc4c23)CO1
 : 0%	1%	15	-2%	-27%	-2%	-1%	-6%	i
> O=C(NCCN1CCCC1)C1COc2ccccc2O1 (stereo not given)
 : 13%	2%	19	-1%	-9%	1%	16%	10%	i
> CCN1CCN(C(=S)NC(=O)c2cc(OC)c(OC)c(OC)c2)CC1
 : 5%	-1%	18	-5%	5%	25%	0%	4%	i
> Cc1nc(-c2ccc(NC(=O)c3ccccc3C)cc2)cs1
 : -15%	35%[11.3 µM]	-5	2%	-40%	?	10%	-20%	i
> N#CNC(=Nc1ccccc1)SCc1ccc(C(=O)O)cc1
 : -4%	12%	-1	1%	-4%	1%	?	18%	i
> CCOC(=O)c1sc(NC(=O)CSc2n[nH]c(C)n2)nc1C
 : -6%	21%	15	-14%	4%	-3%	26%	24%	i
> Nc1ccc(Oc2ccc3c(c2)OCO3)cc1
 : -12%	/	-9	-26%	-2%	-2%	-5%	-20%	i
> CCN(CC)S(=O)(=O)c1ccc(Oc2ccc(S(=O)(=O)N(CC)CC)cc2)cc1
 : -29%	?	?	1%	-20%	?	7%	?	i
> Cc1sc2nc3n(c(=O)c2c1C)NC(=O)CC3
 : 8%	-1%	10	-8%	-3%	?	0%	0%	i
> Cc1cc(-c2nnc(SCC(=O)c3ccc(Cl)cc3)o2)no1
 : 2%	-32%	3	2%	-19%	?	18%	18%	i
> COc1cc(/C=C/C(=O)OCC(=O)NC2CCS(=O)(=O)C2)ccc1O (stereo not given)
 : 9%	0%	0	-76%[inhibitor]	-3%	-1%	1%	5%	i
> Cc1ccc(CNC(=O)C2CCN(S(=O)(=O)c3cc(-c4noc(C)n4)ccc3C)CC2)cc1
 : /	-17%	/	/	-26%	-21%	/	/	i
> COc1ccc(N2CCN(C(=O)CSc3nc4c(c(=O)n(C)c(=O)n4C)n3C(C)C)CC2)cc1
 : 7%	-3%	-21	15%	-2%	6%	?	-4%	i
> CC(=O)Nc1ccc(C(=O)NCC2(N3CCCCC3)CCCCC2)cc1
 : 1%	2%	11	19%	-2%	/	?	-4%	?
> O=C(Nc1ccc(S(=O)(=O)N2CCCC2)cc1)C1CCCN1C(=O)c1cccs1 (stereo not given)
 : 3%	-25%	-3	-6%	3%	-11%	-1%	7%	i
> O=C(OCc1cnc(Cl)s1)c1ccccc1Cl
 : 6%[9.24 µM]	8%	-5	-4%	4%	10%	-1%	6%	i
> CC(/C=N/Nc1nc2ccccc2[nH]1)=C\c1ccccc1
 : ?	-8%	-4	?	-40%	-19%	?	?	?
> O=C(NCC(=O)N1CCC2(CC1)NCCc1[nH]cnc12)c1ccc(F)cc1
 : 11%	/	-10	-12%	16%	1%	5%	7%	i
> COc1cccc(CNC(=O)c2ccc(OC)c(S(=O)(=O)NC3CCCC3)c2)c1
 : 0%	5%	-5	-3%	2%	16%	3%	0%	i
> CCOc1ccc(C2=NNC(c3cccs3)=Nc3ccc(OC)cc32)cc1
 : -4%	-6%	-23	7%	-27%	-5%	6%	-18%	i
> CN(CCOc1ccccc1)CC(=O)Nc1cc([N+](=O)[O-])ccc1Cl
 : -9%	-24%	-28	-1%	-12%	-3%	?	-4%	i
> CCCCn1nnnc1NCc1ccc(C)s1
 : 1%	-15%	-5	5%	-10%	0%	2%	0%	i
> Cn1c(=O)c([N+](=O)[O-])c(NCc2ccccc2)c2ccccc21
 : -11%	-9%	5	-1%	-8%	1%	?	-8%	i
> O=C(NCCc1ccccn1)c1cc2ccccc2o1
 : 9%	18%	54	0%	2%	16%	3%	12%	i
> c1ccc(-n2nnnc2CN2CCOCC2)cc1
 : 0%	-4%	11	12%	2%	27%	-2%	-7%	i
> Cc1cc(C)c2nc(SC(C)C(=O)NCC(=O)Nc3ccc(F)c(F)c3F)cc(C)c2c1 (stereo not given)
 : 4%	-23%	9	0%	29%	11%	0%	3%	i
> CCCCNC(=O)C1CCC(CNc2nc(=S)[nH]c3ccccc23)CC1 (stereo not given)
 : -4%	8%	28	1%	-31%	-25%	?	-5%	i
> O=S(=O)(c1cnccc1N1CCN(/N=C/c2ccc(Br)cc2)CC1)N1CCCCC1
 : 7%	-19%	-9	-7%	-32%	?	-14%	1%	i
> CSc1ccc(CN2C(=O)C(C)Sc3ccc(C(C)=O)cc32)cc1 (stereo not given)
 : ?	-15%	2	/	-13%	-2%	/	?	i
> COc1cccc(NC(=O)c2ccc3c(c2)N(CC(=O)N2CCOCC2)C(=O)C(C)(C)O3)c1
 : -8%	-6%	-11	-4%	-10%	0%	1%	0%	i
> Cc1cccc(N2CCN(C(=O)CCS(=O)(=O)c3ccc(Br)cc3)CC2C)c1 (stereo not given)
 : -6%	/	-6	-2%	-1%	6%	7%	-3%	i
> CC(C)(S)[C@@H](N)C(=O)O
 : 17%	4%&3%	-19	-66%&-1%[inhibitor]	-13%	0%	?	2%	i
> O=C(CSc1nc2c([nH]c3ccccc32)c(=O)n1-c1ccc(Cl)cc1)N1CCCC1
 : /	4%	/	/	-3%	-3%	/	/	i

The list goes on.
The line under a structure holds: HT1080 IDH1KD tx	ATXN2 expr inh	IL1B secr inh	SW480 rereplic	HepG2 viability	KB-3-1 cytotox	MCF10A rerep	HT1080NT lethal	S2 tox
> CCCN(CC1CC1)S(=O)(=O)c1ccc(S(N)(=O)=O)cc1
 : 7%	9%	25	2%	-10%	-4%	0%	6%	i
> O=C(N=c1ccn(-c2nc3ccccc3nc2NS(=O)(=O)c2ccccc2)cc1)c1cccs1
 : 2%	-10%	0	?	-18%	17%	?	19%	/
> COC(=O)[C@]12CCCCC=C1N(Cc1ccco1)C(=O)[C@H](CC(=O)NCCCN1CCCC1=O)C2
 : 10%	1%	22	/	/	15%	/	23%	i
> CC(C)=C1C2CCC1C1C(=O)N(NC(=O)COc3ccc(C(C)(C)C)cc3)C(=O)C21 (stereo not given)
 : ?	-7%	-4	0%	-18%	-13%	?	-24%	i
> COc1ccc(N(C(=O)c2ccco2)C(C(=O)NC2CCCC2)c2ccco2)cc1OC (stereo not given)
 : 19%	1%	-6	3%	6%	?	-14%	18%	i
> Clc1cccc(-c2ccc(/C=N/n3cnnc3)o2)c1
 : 17%[9.24 µM]	6%	-54*	0%	3%	-8%	-6%	-1%	i
> C[C@H]1CN([C@@H](C)CO)C(=O)c2cc(Br)cnc2O[C@H]1CN(C)Cc1ccc(Oc2ccccc2)cc1
 : ?	-34%	?	/	-31%	4%	/	?	?
> O=C(/C=C/c1ccco1)N1CCN(c2ccc(F)cc2)CC1
 : -11%	-2%	3	-10%	9%	-5%	8%	-13%	i
> NS(=O)(=O)c1ccc(CCNC(=O)c2cc(-c3cccs3)nc3ccccc23)cc1
 : -27%	-37%	-14	-2%	-4%	-8%	?	-10%	?

An excerpt from above, limited to MCF10A rerep.
structure	MCF10A rerep
COC(CNC(=O)CCc1c(C)nc2c(-c3ccccc3)c(C)nn2c1C)OC	-2%
O=C(N/N=C/c1ccccc1)c1ccc2c(c1)OCO2	-5%
